PI4K2A inh: blocks human PI4K2A kinase activity | Q9BTU6 | purified PI4K2A, ADP-Glo luminescence, 1 h; active compounds read low | activity change, negative = inhibition, % at 76.9 µM | 420,000 tested, 0.13% active | AID 1346378; in the data active means activity change below about -50%; inconclusive means mostly about -30% to -49%;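 further: -100% = wells without enzyme as full effect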
Target sequence (Q9BTU6 whole entry, looked up): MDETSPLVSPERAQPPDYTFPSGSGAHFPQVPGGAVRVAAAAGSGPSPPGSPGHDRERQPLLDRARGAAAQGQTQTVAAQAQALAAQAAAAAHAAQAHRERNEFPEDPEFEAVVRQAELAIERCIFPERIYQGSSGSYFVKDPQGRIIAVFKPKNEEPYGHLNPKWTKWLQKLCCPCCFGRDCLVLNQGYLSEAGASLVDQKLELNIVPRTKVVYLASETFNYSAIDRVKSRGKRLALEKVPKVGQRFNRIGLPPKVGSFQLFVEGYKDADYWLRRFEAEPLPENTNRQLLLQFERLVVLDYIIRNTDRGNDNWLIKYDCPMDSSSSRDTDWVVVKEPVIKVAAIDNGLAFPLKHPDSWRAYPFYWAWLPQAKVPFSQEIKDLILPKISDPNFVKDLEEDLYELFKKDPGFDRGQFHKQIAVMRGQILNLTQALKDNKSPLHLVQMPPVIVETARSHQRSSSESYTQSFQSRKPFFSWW
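Compounds are screened against recombinant PI4K2A using PI as substrate and ATP, the latter dispensed at 300 microM. Reactions run one hour at ambient temperature before ADP-Glo detection; full inhibition defined by wells lacking enzyme.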
Pin1 inhibitor: inhibitors of human Pin1; 390,000 tested, 0.009% active; Potency, µM (doses to about 115 µM), inactives show top-dose activity, negative = inhibition, usual class: inhibitors; Pin1 FP peptide displacement, HiFluor488, 10 min; Q13526; active means well fitted inhibition curve with a large enough effect in the polarisation, with a control signal flat, not every such curve was filed as active; inconclusive means small, poorly fitted or top-dose-only effect, or effect the other way, or a change in a side signal; inactive means no such curve, though single readings can be large or run the other way; the % refers to the polarisation; further: potency means the concentration at half of the fitted maximal effect; on the % scale 0 is the no-effect control and ±100 the full control effect
HP1b chromo inh: HP1-beta chromodomain-methylated histone interaction inhibition | AID 540317 | AlphaScreen HP1-beta / biotin-H3K9me3 peptide binding | P83916 | Potency, µM (doses to about 114 µM), without a hit: at the highest dose activity change, negative = inhibition, usual class: inhibitors | 390,000 tested, 0.56% active; further: potency means the concentration at half of the fitted maximal effect; nearly all actives have a fitted effect of over 70% in size; inactives centre near 23
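HP1-beta protein (50 nM final) preincubated 30 min at room temperature with biotinylated H3(1-18)K9me3 peptide (50 nM) in PBS pH 7.4, 0.01% Tween-20, then compound added for 30 min. AlphaScreen streptavidin donor/nickel chelate acceptor beads (10 ug/mL final), 30 min dark, luminescence read.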
GLS inhibitor: inhibitors of human glutaminase (GLS); Potency, µM (highest dose often 45.5 µM), inactives show top-dose activity change, negative = inhibition, usual class: inhibitors; O94925; 410,000 tested, 0.21% active; GLS enzymatic activity, qHTS titration; further: potency means the concentration at half of the fitted maximal effect; on the % scale 0 is the no-effect control and ±100 the full control effect
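Read-out is an Amplex red fluorescence increase coupled through glutamate oxidase and HRP, measured before and after 30 min room-temperature incubation. hKGA is in 45 mM KH2PO4 (pH 8.2) with 0.02% Tween-20; glutamine added as 1mM solution.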
Tb PGK inh: inhibitors of T. brucei phosphoglycerate kinase | PGK/GAPDH coupled, Kinase-Glo luminescence, 60 min | Potency, µM (doses to about 57.5 µM), for the others: at the highest dose activity change, negative = inhibition, most hits filed as inhibitors | 380,000 tested, 0.043% active; further: potency means the concentration at half of the fitted maximal effect; on the % scale 0 is the no-effect control and ±100 the full control effect; nearly all actives have a fitted effect of over 60% in size
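Recombinant glycosomal PGK reaction used 1,3-bisphosphoglycerate generated in-well by GAPDH (100nM final) in 100mM TEA pH 7.6, 5mM MgCl2, 0.01% Tween-20. After 60 minutes at room temperature, ATP was read by Kinase-Glo Plus luminescence end-point.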
rTrxR1 inhibitor: inhibitors of rat thioredoxin reductase 1; Potency, µM (highest dose often 114 µM), without a hit: top-dose activity change, negative = inhibition, usual class: inhibitors; 390,000 tested, 1% active; recombinant rTrxR1, NADPH fluorescence consumption, selenite substrate; further: potency means the concentration at half of the fitted maximal effect; on the % scale 0 is the no-effect control and ±100 the full control effect; nearly all actives have a fitted effect of over 65% in size
Target sequence (O89049 whole entry, looked up): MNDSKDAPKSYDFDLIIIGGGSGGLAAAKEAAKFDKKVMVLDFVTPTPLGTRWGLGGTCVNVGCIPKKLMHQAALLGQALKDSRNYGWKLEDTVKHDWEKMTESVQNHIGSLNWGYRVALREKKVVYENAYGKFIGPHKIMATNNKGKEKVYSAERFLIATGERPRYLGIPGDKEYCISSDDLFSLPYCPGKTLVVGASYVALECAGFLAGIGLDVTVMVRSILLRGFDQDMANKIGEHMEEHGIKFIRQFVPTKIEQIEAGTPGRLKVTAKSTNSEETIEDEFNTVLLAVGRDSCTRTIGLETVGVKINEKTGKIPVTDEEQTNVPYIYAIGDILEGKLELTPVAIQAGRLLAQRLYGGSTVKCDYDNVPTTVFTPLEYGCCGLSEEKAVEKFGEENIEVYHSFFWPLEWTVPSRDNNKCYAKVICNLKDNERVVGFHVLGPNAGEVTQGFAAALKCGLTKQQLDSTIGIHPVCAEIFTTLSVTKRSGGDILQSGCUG
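Rat TrxR1 (90 nM in the dispensed reagent) was pre-reduced with 400 uM NADPH for 5 min at room temperature, then incubated with compound for 15 min. After 400 uM selenite was added, NADPH fluorescence (Ex 340/Em 450 nm) was followed for 8 min.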
TrxR1 substrate: is turned over as a substrate by rat TrxR1; O89049; purified TrxR1 substrate turnover, NADPH consumption readout; Potency, µM (series often up to 114 µM), inactives show at the top dose activity change, negative = substrate turnover; 390,000 tested, 0.01% active; AID 588456; further: potency means the concentration at half of the fitted maximal effect; on the % scale 0 is the no-effect control and ±100 the full control effect; nearly all actives have a fitted effect of over 50% in size
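Rat TrxR1, dispensed at 90 nM, was prereduced with 400 uM NADPH (final) for 5 min at ~22 deg C, then incubated with compound 15 min before 400 uM selenite. A first-read NADPH fluorescence drop versus no-compound background flagged substrates.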
USP1 inh: USP1/UAF1 (human) deubiquitinase inhibition. Potency, µM (doses to about 57.1 µM), without a hit: at the highest dose activity change, negative = inhibition, hits mostly inhibitors. recombinant USP1/UAF1, Ub-Rhodamine cleavage fluorescence. 390,000 tested, 0.23% active. O94782; further: potency means the concentration at half of the fitted maximal effect; on the % scale 0 is the no-effect control and ±100 the full control effect; nearly all actives have a fitted effect of over 60% in size; inactives centre near -12
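High-throughput fluorogenic screen: 1nM USP1/UAF1 complex, Ub-Rho substrate 150nM final, 50mM HEPES pH 7.8 with 0.5mM EDTA, 0.1 mg/ml BSA, 1mM TCEP and 0.01% Tween-20.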
mIDH1 inhibitor: blocks human mutant IDH1 R132H enzyme | O75874 | IDH1-R132H enzyme, NADPH consumption, diaphorase/resazurin fluorescence | Potency, µM (top dose mostly 76.6 µM), without a hit: top-dose activity change, negative = inhibition, most hits filed as inhibitors | 390,000 tested, 0.093% active; further: potency means the concentration at half of the fitted maximal effect; on the % scale 0 is the no-effect control and ±100 the full control effect; nearly all actives have a fitted effect of over 65% in size
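IDH1-R132H (0.5 ug/mL dispensed) in pH 7.5 Tris buffer was preincubated 30 min with compound, then given a substrate mix of 0.016 mM NADPH and 2 mM alpha-KG for 80 min at room temperature; remaining NADPH was read by diaphorase/resazurin fluorescence.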
* = called active by the depositor; i = inactive; ? = inconclusive; / = not tested or not shown; & = joins results of further samples; [ ] = remark or other dose. Unless noted, the call rests on the fitted dose curve; in most records, active means well fitted curve in the direction sought with a large enough effect; inconclusive means small, poorly fitted or top-dose-only effect, or another doubt; inactive means no such curve, though single readings can be large; an effect the other way counts as inactive or inconclusive. Not all compounds are listed; rates above refer to the full screens.

Value order: PI4K2A inh	Pin1 inhibitor	HP1b chromo inh	GLS inhibitor	Tb PGK inh	rTrxR1 inhibitor	TrxR1 substrate	USP1 inh	mIDH1 inhibitor
O=C(NC(=S)Nc1c(Cl)ccc2nsnc12)c1ccco1
  ?	4%	?	22%	-2%	?	-6%	1%	-1%
CS(=O)(=O)c1ccc([C@@H](O)[C@@H](CO)NC(=O)C(Cl)Cl)cc1
  4&-1	1%	34%[activator]	1%	-1%	11%	-3%	3%	25%
CC(C)=CCN1CCNC(=O)C1CC(=O)NCc1nc(C)c(C)s1 (configuration not stated)
  1	-1%	25%	0%	-4%	9%[57.1 µM]	2%[57.1 µM]	-17%	18%
COc1ccc(NS(=O)(=O)c2ccc3c(c2)oc(=O)n3C)c(OC)c1
  -3	-2%	7%	14%	-6%	20%[57.1 µM]	9%[57.1 µM]	-18%	-6%
C=CCC(C(=O)OC)(C(=O)OC)c1ccccc1[N+](=O)[O-]
  -2	0%	24%	3%	1%	-1%	1%	-17%	4%
COc1cccc(N2CC(NC(=O)c3ccc(S(=O)(=O)N4CCCC4)cc3)CC2=O)c1 (configuration not stated)
  3	-3%	22%	-2%	-6%	24%[57.1 µM]	3%[57.1 µM]	14%	-5%
O=C(O)c1ccccc1/C=N/NC(=S)NC1CCCCC1
  -2	6%	76%[activator]	10%	5%	2%	-6%	-14%	8%
Cn1nc(C(=O)OCC(=O)NCCc2ccccc2)c2ccccc2c1=O
  -2	-7%	27%	7%	0%	-20%	-14%	-11%	0%
Cn1ccc(NC(=O)c2ccc([N+](=O)[O-])cc2)n1
  4	-6%	20%	-3%	-2%	19%	-6%	-6%	6%
COc1ccc([C@H]2CC(=O)C=C(/C=C/c3ccccc3)C2)cc1OC
  -1	?	-3%	2%	-3%	-11%[57.1 µM]	-9%[57.1 µM]	-20%	-2%
Cc1ccc(C)c(Cn2cnc3c(cnn3-c3ccc(F)cc3)c2=O)c1
  2	-4%	40%	1%	i	4%	-2%	-26%	-12%
CCOC(=O)N1CCN(CC(=O)Nc2cccc(Br)c2)CC1
  -2	-6%	36%	-6%	-4%	0%	1%	-15%	9%
CC1=C(C(=O)OCc2ccccc2)C(c2ccc([N+](=O)[O-])cc2)NC(=O)N1CCCC(=O)O (configuration not stated)
  5	-7%	43%[activator]	-5%	-8%	3%	-2%	-20%	1%
Cc1ccc(NC(=O)CN2CCN(Cc3ccccc3)CC2)cc1F
  9	1%	1%	14%	-8%	15%	6%	-25%	3%
Cc1csc(NC(=O)C2CCC(C)(C(=O)O)C2(C)C)n1 (configuration not stated)
  -4	-2%	29%	6%	4%	-6%	-10%	-7%	1%
Cc1nc2cc(NS(=O)(=O)c3cccc4cccnc34)ccc2s1
  3	-8%	35%	-22%	-9%	21%[57.1 µM]	-9%	-5%	19%
O=C(NNC(=O)C1CC(c2cccs2)=NO1)NC1CCCCC1 (configuration not stated)
  2	-3%	49%[activator]	-9%	-14%	15%[57.1 µM]	-14%[57.1 µM]	-10%	3%
CN(C)c1ccc(/C=N/c2cc(-c3ccccc3)nn2-c2ccccc2)cc1
  -2	11%	-23%	3%	0%	-2%	-5%	-20%	0%
Cc1ccc(F)cc1NC(=O)c1sc2ncn(CC(=O)N3CCN(c4ccccn4)CC3)c(=O)c2c1C
  7	2%	24%	-1%	1%	25%	0%	-11%	3%
C/C(=N\NC(=S)NC1CCCCC1)c1c(F)cccc1F
  1	0%	-13%	8%	12%	-3%	-7%	-12%	0%
CC(C)N(CCNC(=O)c1ccc(NC2=NC3CS(=O)(=O)CC3S2)cc1)Cc1ccco1 (configuration not stated)
  -5	4%	33%	5%	10%	5%[57.1 µM]	5%[57.1 µM]	-7%	-6%
CCCOC(=O)C1=C(C)NC(=O)NC1c1ccc(Br)s1 (configuration not stated)
  10	-4%	-2%	-3%	-3%	34%[57.1 µM]	-20%[57.1 µM]	-10%	0%
CCCN1C2CCCC1CC(NC(=O)c1ccccc1F)C2 (configuration not stated)
  -4	3%	14%	-1%	-5%	10%[57.1 µM]	-9%	1%	4%
NS(=O)(=O)c1ccc(N2CCN(C(=O)c3ccco3)CC2)nc1
  -5	-3%	42%[activator]	1%	-3%	7%	2%	-16%	-8%
Cc1nn(C)c(Cl)c1CN1CCN(C2CCCCC2)C(CCO)C1 (configuration not stated)
  8	2%	8%	7%	0%	19%	7%	-6%	-1%
O=C(COC(=O)c1ccccc1NC(=O)c1ccco1)NC1CCS(=O)(=O)C1 (configuration not stated)
  0	-4%	26%	?	i	15%[57.1 µM]	-5%[57.1 µM]	3%	1%
CCNC(=O)C1CC(=O)N(Cc2ccc3c(c2)OCO3)C(=Nc2ccc(OCC)cc2)S1 (configuration not stated)
  1	-10%	32%	-10%	i	-21%	-9%	-14%	-1%
Cc1sc(NC(=O)Cc2ccc3c(c2)OCO3)nc1-c1ccc2c(c1)CCN2C(=O)c1ccccc1F
  0	12%	2%	4%	-5%	-10%	-8%	-2%	8%
Cc1ccc(C)c(N2CCN(C(=O)Cn3cccc3)CC2)c1
  -1	1%	-10%	4%	-4%	-11%	4%	1%	2%
CCOC(=O)C(NC(=O)NCc1cccc(C(F)(F)F)c1)(OCC)C(F)(F)F (configuration not stated)
  2	-13%	32%	0%	-4%	-9%	-14%	-21%	-1%
O=S(=O)(Nc1cccc2ccccc12)c1cccs1
  0	-1%	30%	22%	7%	4%	3%	-25%	15%
CSc1cccc(NC(=O)CN(c2ccccc2)S(=O)(=O)N(C)C)c1
  -10&-2	-1%&-8%	37%&22%	6%&3%	-6%&-1%	10%&5%	-1%&3%	-23%&-2%	9%&13%
CSc1cccc(NC(=O)CN(C2CCCCC2)S(C)(=O)=O)c1
  -8	3%	57%[activator]	11%	i	-2%	10%[57.1 µM]	0%	-2%
CCOCc1nnc(NC(=O)c2c(-c3ccccc3)noc2C)s1
  -7	-7%	-23%	23%	-3%	2%[57.1 µM]	10%[0.0914 µM]	-7%	14%
COc1ccc(-n2nc3c(c2NC(=O)c2cc4ccccc4o2)CS(=O)(=O)C3)cc1
  1	?	8%	-5%	-1%	?	-8%	-8%	-9%
CCc1cnc2c(c1SCc1c(F)cccc1Cl)c(=O)n(C)c(=O)n2C
  -2	-6%	8%	-9%	-3%	15%[57.1 µM]	-1%[57.1 µM]	-25%	5%
CCOc1ccccc1N1CCN(C(=O)NCc2ccc(C)cc2)CC1
  1	0%	18%	-11%	-2%	40%[activator][57.1 µM]	-22%[57.1 µM]	?	5%
CNc1ncc(C(=O)C(C)(C)C)s1
  2	1%	32%	-5%	-9%	1%	-5%	-19%	6%
COc1cccc(/C=C2\SC(=S)N(CCCC(=O)Nc3cc(C)on3)C2=O)c1
  0	28%	13%	-1%	-10%	27%	2%	-9%	9%
O=C(O)c1ccccc1-c1csc(-c2ccccc2)n1
  -2	-7%	43%[activator]	-6%	-13%	4%	-4%	-15%	7%

Laid out differently: results already given.
SMILES,PI4K2A inh,Pin1 inhibitor,HP1b chromo inh,GLS inhibitor,Tb PGK inh,rTrxR1 inhibitor,TrxR1 substrate,USP1 inh,mIDH1 inhibitor
O=C(O)c1ccccc1-c1csc(-c2ccccc2)n1,-2,-7%,43%[activator],-6%,-13%,4%,-4%,-15%,7%
O=S(=O)(Nc1cccc2ccccc12)c1cccs1,0,-1%,30%,22%,7%,4%,3%,-25%,15%
CCOc1ccccc1N1CCN(C(=O)NCc2ccc(C)cc2)CC1,1,0%,18%,-11%,-2%,40%[activator][57.1 µM],-22%[57.1 µM],?,5%

Following part:
Value order: PI4K2A inh	Pin1 inhibitor	HP1b chromo inh	GLS inhibitor	Tb PGK inh	rTrxR1 inhibitor	TrxR1 substrate	USP1 inh	mIDH1 inhibitor
CC(C)NS(=O)(=O)c1ccc(OCC(=O)NC(C)c2ccccc2)cc1 (configuration not stated)
  -2	0%	71%[activator]	3%	-2%	5%	-2%	-7%	7%
CN(C)S(=O)(=O)c1ccc(Cl)c(NC(=O)CNC2(C)CCS(=O)(=O)C2)c1 (configuration not stated)
  -1	5%	13%[57 µM]	6%	-1%	16%[57.1 µM]	9%[57.1 µM]	-7%	-7%
O=S(=O)(CCN1C=CC(C(F)(F)F)=NCC1)c1ccc(Cl)cc1Cl
  -1	1%	29%	3%	-3%	-18%[57.1 µM]	6%[57.1 µM]	2%	3%
CCOC(=O)c1c(-c2ccc(C)c(C)c2)csc1NC(=O)C1CC=CCC1C(=O)O (configuration not stated)
  4	-14%	14%	-14%	-2%	-14%	3%[57.1 µM]	-3%	11%
CCOC(=O)c1cnn(-c2nc(C)cc(C)n2)c1N
  6	5%	36%	3%	-5%	3%	0%	-16%	2%
CC1CCc2nc3ccc(S(=O)(=O)N4CCC(C(=O)N5CCCCCC5)CC4)cc3c(C(=O)O)c2C1 (configuration not stated)
  -5	0%	-8%	1%	5%	0%	0%	3%	-3%
CCOc1ccc(C(=O)Nc2ncccc2Cl)cc1
  3	-1%	5%	-12%	/	12%	-5%	-14%	5%
CSc1nnc(NC(=O)c2nc(S(=O)(=O)Cc3cccc(C)c3)ncc2Cl)s1
  -25	2%	22%[57 µM]	0%	-3%	?	-4%	-7%	-1%

From PubChem
